AmpC inh no detg: inhibitors of E. coli AmpC beta-lactamase without detergent. P00811. AmpC nitrocefin hydrolysis, absorbance 480 nm, 0.0001% Triton. Potency, µM (doses to about 57.1 µM), for inactives: at the highest dose activity change, negative = inhibition, hits mostly inhibitors. actives 0.52% (n = 330,000). AID 485341;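 also: potency is read from the fitted curve at half-maximal effect; plate controls were no compound for no effect and no enzyme for full effect; nearly all actives have a fitted effect of over 20% in size; some results filed as inactive show a strong effect at the top dose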
Target sequence (P00811 whole entry, looked up): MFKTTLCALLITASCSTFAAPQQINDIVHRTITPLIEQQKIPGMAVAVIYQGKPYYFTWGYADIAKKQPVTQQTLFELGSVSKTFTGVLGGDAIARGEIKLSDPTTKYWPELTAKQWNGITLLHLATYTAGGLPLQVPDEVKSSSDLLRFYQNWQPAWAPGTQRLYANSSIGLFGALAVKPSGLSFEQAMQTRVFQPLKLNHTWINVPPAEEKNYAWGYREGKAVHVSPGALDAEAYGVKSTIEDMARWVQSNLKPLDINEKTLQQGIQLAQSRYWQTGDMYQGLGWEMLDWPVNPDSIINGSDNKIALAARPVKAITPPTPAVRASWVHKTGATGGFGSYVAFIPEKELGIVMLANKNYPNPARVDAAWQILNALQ
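AmpC (5.3 nM in the dispensed reagent) in 20 mM phosphate pH 7.0 with 0.01% (detergent screen) or 0.0001% Triton X-100 was preincubated with compounds for 15 min at room temperature. Nitrocefin was then added from an 800 uM solution, and hydrolysis was followed at 480 nm.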
HCMV inh: blocks human cytomegalovirus replication. HFF cells, HCMV-luciferase reporter, 72 h; active compounds read low. activity change, negative = inhibition, % at 57.5 µM. actives 4.5% (n = 410,000). AID 1259415; in the data active = activity change below about -60%; inconclusive = no clear call, values can overlap the other calls; inactive = above about -39%
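HFF cells seeded 16 h at 37C, treated with compounds, infected with luciferase-reporter HCMV at MOI 1 PFU/cell; luciferase read at 72 h post infection, normalized to buffer-only and Salinomycin controls.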
AmpC detergent: blocks E. coli AmpC beta-lactamase in detergent assay; P00811; AmpC hydrolysis of nitrocefin, absorbance 480 nm, 0.01% Triton; Potency, µM (series often up to 114 µM), inactives show at the highest dose activity change, negative = inhibition, most hits filed as inhibitors; actives 0.041% (n = 370,000); AID 485294;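 also: potency is read from the fitted curve at half-maximal effect; 0% = no-compound wells and -100% = no-enzyme wells; nearly all actives have a fitted effect of over 25% in size; some results filed as inactive show a strong effect at the top dose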
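AmpC (5.3 nM in the dispensed reagent) in 20 mM phosphate pH 7.0 with 0.01% (detergent screen) or 0.0001% Triton X-100 was preincubated with compounds for 15 min at room temperature. Nitrocefin was then added from an 800 uM solution, and hydrolysis was followed at 480 nm.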
LmPK inh: LmPK (Leishmania mexicana) enzyme inhibition | purified LmPK, Kinase-Glo ATP luminescence, 1 h | actives 0.37% (n = 290,000) | Potency, µM (highest dose often 57.5 µM), inactives show at the highest dose activity change, negative = inhibition, usual class: inhibitors; also: potency is read from the fitted curve at half-maximal effect
Target sequence (Q27686 whole entry, looked up): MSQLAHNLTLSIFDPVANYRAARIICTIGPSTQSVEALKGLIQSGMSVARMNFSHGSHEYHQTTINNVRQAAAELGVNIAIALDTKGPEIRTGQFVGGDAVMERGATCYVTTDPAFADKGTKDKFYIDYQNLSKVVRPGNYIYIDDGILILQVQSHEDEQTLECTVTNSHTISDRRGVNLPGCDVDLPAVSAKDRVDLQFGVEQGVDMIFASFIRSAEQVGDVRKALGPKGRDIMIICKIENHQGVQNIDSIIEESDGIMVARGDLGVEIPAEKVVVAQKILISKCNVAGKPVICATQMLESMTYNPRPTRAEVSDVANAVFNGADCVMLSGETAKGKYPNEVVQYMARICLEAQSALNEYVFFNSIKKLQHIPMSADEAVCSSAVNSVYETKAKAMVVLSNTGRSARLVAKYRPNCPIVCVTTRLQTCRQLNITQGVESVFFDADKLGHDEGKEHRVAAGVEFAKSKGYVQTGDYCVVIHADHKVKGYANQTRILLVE
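In 50 mM imidazole pH 7.2 with 7 mM MgCl2, LmPK (0.1 nM) turned over PEP (0.5 mM) and ADP (0.1 mM) for 1 h at room temperature. Luciferase read-out of ATP.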
Sm TGR block: blocks Schistosoma mansoni thioredoxin glutathione reductase; purified TGR, DTNB reduction, TNB absorbance 405 nm; Potency, µM (titrated, usually from 114 µM), for inactives: at the highest dose activity change, negative = inhibition, hits mostly inhibitors; actives 3% (n = 360,000); AID 485364; also: potency is read from the fitted curve at half-maximal effect; nearly all actives have a fitted effect of over 60% in size
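Kinetic colorimetric format: TGR-catalysed, NADPH-driven DTNB reduction monitored via TNB absorbance. Enzyme dispensed at 20 nM; compound exposure 15 min at room temperature before reaction start.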
TbPYK inhibitor: blocks Trypanosoma brucei pyruvate kinase. TbPYK enzyme, Kinase-Glo Plus ATP luminescence, 45 min. Potency, µM (doses to about 76.8 µM), for inactives: at the top dose activity, negative = inhibition, hits mostly inhibitors. actives 0.12% (n = 410,000). AID 624173; also: potency is read from the fitted curve at half-maximal effect; nearly all actives have a fitted effect of over 50% in size
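Luminescence from Kinase-Glo Plus, added after a 45-minute room-temperature reaction, served as the end-point read-out. The enzyme and substrate were preincubated with compound before ADP (130 uM final) initiated turnover. Concentration-effect curves came from normalized qHTS data.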
AMA1 RON2 block: inhibitors of Plasmodium falciparum AMA1-RON2 interaction. Potency, µM (doses to about 58.2 µM), for inactives: top-dose activity change, negative = inhibition, usual class: inhibitors. AlphaScreen AMA1-biotinylated RON2 peptide binding. actives 0.2% (n = 360,000);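 also: potency is read from the fitted curve at half-maximal effect; 0% = vehicle wells and -100% = peptide control; nearly all actives have a fitted effect of over 45% in size; some results filed as inactive show a strong effect at the top dose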
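AMA1 (3D7) with his tag at 25 nM final met compounds first, then biotinylated RON2 peptide at 25 nM; detection used donor plus acceptor beads, 10 µg/mL apiece, read by AlphaScreen after 30 min at room temperature.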
* marks the source's active call; other numbers are inactive results; ? = inconclusive; nt = not tested or not shown; [ ] = remark or other dose. Unless noted, calls follow the shape of the dose curve; as a rule, active = well fitted curve in the direction sought with a large enough effect; inconclusive = small, poorly fitted or top-dose-only effect, or another doubt; inactive = no such curve, though single readings can be large; an effect the other way counts as inactive or inconclusive. Unless noted, % is scaled to controls: 0 for no effect and ±100 for the full control effect.

1	Oc1ccc(C[C@H]2CNC(=S)N2CCc2cc(C(F)(F)F)cc(C(F)(F)F)c2)cc1
2	CN(CC(=O)Nc1cccc(F)c1)C(=O)CCN1C(=O)C2CC=CCC2C1=O (stereo not drawn)
3	CCc1ccc2oc(-c3cccc(NC(=O)c4ccc(N5CCC(C)CC5)c([N+](=O)[O-])c4)c3)nc2c1
4	O=C(Cn1nc(C(F)(F)F)c2c1CCCC2)NCCN1CCOCC1
5	O=C(NC1CCC(CC2CCC(NC(=O)C(Cl)Cl)CC2)CC1)C(Cl)Cl (stereo not drawn)
6	CSc1ccc(Cn2c(C)c(C(=O)NCc3ccco3)sc2=O)cc1
7	COc1ccccc1CCNC(=O)c1c(C)nn(CC(C)C)c1Cl
8	COc1cccc(-c2cc(C(=O)N/N=C/c3ccc(OC)c(COC(C)=O)c3)c3ccccc3n2)c1
9	CNC(=S)Nc1ccc(C)c(NC(=S)NC)c1
10	CC1(C)SC2C(C(=O)O)N=C(Cc3ccccc3)N2C1C(=O)O (stereo not drawn)

entry no.	1	2	3	4	5	6	7	8	9	10
HCMV inh	-8	?	2	10	?	-23	36	-15	-27	4
AMA1 RON2 block	19%	14%	nt	17%	-2%	-2%	2%	4%	2%	-92%
LmPK inh	7%	nt	nt	1%	2%	nt	-3%	-2%	5%	nt
Sm TGR block	-20%	0%	12%	-16%	-2%	nt	-22%	-4%	?	nt
AmpC inh no detg	-17%	-13%	nt	1%	-9%	nt	39%	35%	-15%[11.4 µM]	nt
TbPYK inhibitor	-8%	-15%	7%	0%	-2%	2%	0%	-2%	-9%	1%
AmpC detergent	3%	2%	-4%	-4%	-7%	nt	?	?	-8%	nt

11	CCOC(=O)[C@@H]1[C@H]2COc3ccccc3[C@@H]2N2C(=O)N(c3ccc(C(F)(F)F)cc3)C(=O)[C@@]12C
12	COc1ccc(S(=O)(=O)N2CCCCC2c2cc(C(=O)Nc3ccccc3Cl)no2)cc1 (stereo not drawn)
13	COc1ccc(COc2cc(-c3cccc(OC)c3)nc3ccc(NC(=O)c4ccc(OC)cc4)cc23)cc1
14	CCCNS(=O)(=O)c1cccc(C(=O)OCc2cc(=O)oc3cc(OC)ccc23)c1
15	O=C(CCN1C(=O)/C(=C/c2ccccc2)SC1=S)Nc1ccccn1
16	COc1cc(NC(=O)CSc2nncn2C)cc(OC)c1OC
17	CC(=O)Nc1ccc(S(=O)(=O)NCc2ccc(C(=O)NCCCN3CCC(C)CC3)cc2)cc1
18	Cc1nc(Nc2ccccc2Br)c2nnn(Cc3ccccc3)c2n1
19	CC1=C(C(=O)Nc2cccnc2)C(c2cccc(F)c2)n2nc(SCc3ccccc3F)nc2N1 (stereo not drawn)
20	N#CC1=C(N)SC(N)=C(C#N)C1c1ccc([N+](=O)[O-])cc1

entry no.	11	12	13	14	15	16	17	18	19	20
HCMV inh	38	-10	-81*	-9	-12	-9	?	0	3	-37
AMA1 RON2 block	-8%	8%	-2%	-3%	-4%	9%	3%	5%	nt	18%
LmPK inh	nt	nt	7%	1%	-1%	3%	4%	2%	nt	8%
Sm TGR block	nt	nt	3%	4%	-11%	11%	0%	-32%	-5%	?
AmpC inh no detg	34%	nt	?	-18%	-32%	-13%	-27%	-19%	nt	-29%
TbPYK inhibitor	1%	8%	-9%	3%	1%	-1%	-2%	2%	2%	-12%
AmpC detergent	nt	nt	-5%	-8%	-7%	4%	2%	?	-9%	?

21	CC1CCC(NC(=O)c2ccc(-n3cncn3)c([N+](=O)[O-])c2)CC1 (stereo not drawn)
22	CCN(CC)Cc1csc2ccc(Br)cc12
23	CN1CCN(c2c(F)cc3c(=O)c(C(=O)O)cn(CCF)c3c2F)CC1
24	Cc1cc(C)cc(NC(=O)NCc2nnc(SCc3ccccc3)n2C)c1
25	CC(C)(C#CCCCCC#CC(C)(C)[N+](C)(C)C)[N+](C)(C)C
26	CCCCCCOC(=O)C(C#N)c1nc2ccccc2nc1N1CCCCC1 (stereo not drawn)
27	CC(=O)Nc1ccc2nc(NC(=O)CN3CCOCC3)sc2c1
28	COc1ccc(CCNC(=O)CSc2ccccc2)cc1OC
29	Cc1cc(C)nc(NC(=O)c2cc(-c3ccc(C)s3)nc3ccccc23)c1
30	CCc1ccc(OC(=O)CSc2nnc(-c3ccc(OC)c(OC)c3)o2)cc1

entry no.	21	22	23	24	25	26	27	28	29	30
HCMV inh	22	27	nt	-12	nt	-21	7	-30	-25	10
AMA1 RON2 block	22%	2%	nt	1%	nt	-18%	20%	-7%	29%	nt
LmPK inh	nt	4%	-6%	-1%	5%	-4%	-8%	-6%	-1%	nt
Sm TGR block	-1%	6%	-1%	10%[11.4 µM]	2%	9%	-17%	4%	-1%	-11%
AmpC inh no detg	-15%	-7%	-17%	24%	-37%	-11%	8%	-5%	-16%	nt
TbPYK inhibitor	-5%	4%	14%	-3%	nt	-2%	2%	9%	-8%	-1%
AmpC detergent	?	3%	-7%	4%	0%	?	-2%	1%	?	-3%

31	CCCCNc1nnc(SCC(=O)c2c[nH]c3ccccc23)s1
32	CC(C)(C)c1ccc(C(=O)N2CCC2(C)C(=O)Nc2cnc3ccccc3c2)cc1 (stereo not drawn)
33	COc1ccc(N2CCN(C(=O)CCS(=O)(=O)c3cc(Br)cc4c3N(C(=O)C3CC3)CC4)CC2)cc1
34	Cc1ccc(S(=O)(=O)Nc2ccc3cc([N+](=O)[O-])ccc3c2[N+](=O)[O-])cc1
35	COCCCNC(=O)C1=CCN(S(=O)(=O)c2ccc(OC)cc2)CC1
36	COc1ccc(CCNC(=O)Cn2nnc(-c3ccc(Cl)cc3)n2)cc1OC
37	Cc1ccc(OCC(=O)Nc2cccc(S(=O)(=O)N3CCCC3)c2)cc1C
38	O=C(Nc1nc2ccccc2[nH]1)C1CC1
39	CCOC(=O)/C=C/C(=O)OCC(=O)Nc1ccc(OC)c(Cl)c1
40	COc1ccc(C(=O)N[C@H](C(=O)Nc2nc3c(s2)CCCC3)C(C)C)cc1

entry no.	31	32	33	34	35	36	37	38	39	40
HCMV inh	26	-10	0	-33	-39	-2	0	-2	23	24
AMA1 RON2 block	8%[11.6 µM]	-9%	nt	-18%	5%	nt	3%	-3%	-2%	-10%[2.32 µM]
LmPK inh	2%	nt	nt	nt	-6%	nt	nt	-10%	0%	-3%
Sm TGR block	-5%	nt	9%	nt	-12%	10%	nt	5%	18µM*	2%
AmpC inh no detg	-40%	nt	nt	nt	3%	nt	nt	-15%	-6%	-9%
TbPYK inhibitor	-2%	-9%	0%	10%	-5%	-5%	3%	0%	-2%	-1%
AmpC detergent	-9%	nt	13%	nt	1%	-6%	nt	2%	?	7%

41	O=C(Nc1ccccc1Br)C1CCCN1S(=O)(=O)c1cccc2nsnc12 (stereo not drawn)
42	NC(=O)C1CCN(C(=O)CSc2nc(O)cc(=O)[nH]2)CC1
43	Cc1ccccc1OCC(=O)OCC(=O)c1ccc(OCc2ccccc2)cc1
44	CC[C@H](C)[C@@H](C(=O)NCCCCCCCCCCC(=O)N1CCNCC1)n1cc(CCCCCN)nn1
45	Cc1cc(=O)oc2cc(OCC(=O)OC(C)C(=O)NC3CCCC3)ccc12 (stereo not drawn)
46	N#Cc1ccc(Oc2ccc(C(N)=O)cc2)cc1C#N
47	C/C=C(/C)C(=O)Nc1cccc(C2=NOC3(C2)C[C@@H](C(N)=O)N(C(=O)[C@H]2CCC(=O)N2)C3)c1 (stereo partly drawn)
48	COc1ccc(C(=O)Nc2nnc(S(=O)(=O)N(C)c3ccc(Cl)cc3)s2)cc1OC
49	Cc1cccc(C2CC(=O)Oc3c2c(=O)n(C)c2ccccc32)c1 (stereo not drawn)
50	COc1ccc(N(CC(=O)NC2CCCCC2)C(=O)c2ccc(C)s2)c(OC)c1

entry no.	41	42	43	44	45	46	47	48	49	50
HCMV inh	-24	11	24	-5	17	27	-10	8	19	?
AMA1 RON2 block	-8%	-4%	23%	3%	2%	-10%	2%	nt	nt	-7%
LmPK inh	2%	1%	8%	nt	-14%	-9%	-1%	nt	nt	0%
Sm TGR block	-1%	2%	0%	0%	-6%	7%	0%	-1%	0%	0%
AmpC inh no detg	-4%	4%	-11%	90%[activator]	-3%	0%	-20%	nt	nt	32%
TbPYK inhibitor	1%	4%	-3%	-5%	-1%	-3%	-11%	-1%	9%	4%
AmpC detergent	-1%	-13%	7%	-3%	-10%	1%	-1%	-3%	-1%	-4%

51	CS(=O)(=O)N1CCC(C(=O)NCc2ccco2)CC1
52	CCc1nc(N)nc2c1C(=O)CC(C)(C)C2
53	O=C(c1cc2ccccc2oc1=O)N(Cc1ccc2c(c1)OCO2)Cc1ccco1
54	CSc1nc(C)cc(Nc2cccc(C(=O)O)c2)n1
55	CCn1c(C)nc2cc(C(=O)NNS(=O)(=O)c3c(C)c(C)cc(C)c3C)ccc21
56	COc1ccc(-c2cc3nc(C)c(CCC(=O)N4CCN(c5cc(C)ccc5C)CC4)c(C)n3n2)c(OC)c1
57	CCOC(=O)CSc1nc(C)c2cc(C)c(C)cc2n1

entry no.	51	52	53	54	55	56	57
HCMV inh	-13	30	-5	22	8	2	-25
AMA1 RON2 block	6%	37%[activator]	-26%	nt	-28%	nt	38%[activator]
LmPK inh	2%	-2%	-2%	nt	3%	nt	5%
Sm TGR block	?	1%	?	-1%	2%	3%	-11%
AmpC inh no detg	-31%	-16%	-26%	nt	-17%	nt	16%
TbPYK inhibitor	1%	5%	-8%	1%	?	2%	-1%
AmpC detergent	-1%	-3%	?	11%	-5%	-5%	5%

3 records picked at random from the list so far:
51	CS(=O)(=O)N1CCC(C(=O)NCc2ccco2)CC1
55	CCn1c(C)nc2cc(C(=O)NNS(=O)(=O)c3c(C)c(C)cc(C)c3C)ccc21
56	COc1ccc(-c2cc3nc(C)c(CCC(=O)N4CCN(c5cc(C)ccc5C)CC4)c(C)n3n2)c(OC)c1

entry no.	51	55	56
HCMV inh	-13	8	2
AMA1 RON2 block	6%	-28%	nt
LmPK inh	2%	3%	nt
Sm TGR block	?	2%	3%
AmpC inh no detg	-31%	-17%	nt
TbPYK inhibitor	1%	?	2%
AmpC detergent	-1%	-5%	-5%

Screens from PubChem BioAssay.
